PP5 primary: PP5 phosphatase inhibitors, primary screen, biochemical, fluorescence | inhibition, % at 6.7 µM | 320,000 tested, 0.18% active | Serine/threonine-protein phosphatase 5 (Homo sapiens), P53041 | purified PP5c, OMFP substrate fluorescence;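 active = inhibition above the campaign's mean inhibition across all tested compounds plus 3 SD, cut at about 9.5% in these data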;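 also: 0% = DMSO only and 100% = 100 µM cantharidin control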
Target sequence (P53041 whole entry, looked up): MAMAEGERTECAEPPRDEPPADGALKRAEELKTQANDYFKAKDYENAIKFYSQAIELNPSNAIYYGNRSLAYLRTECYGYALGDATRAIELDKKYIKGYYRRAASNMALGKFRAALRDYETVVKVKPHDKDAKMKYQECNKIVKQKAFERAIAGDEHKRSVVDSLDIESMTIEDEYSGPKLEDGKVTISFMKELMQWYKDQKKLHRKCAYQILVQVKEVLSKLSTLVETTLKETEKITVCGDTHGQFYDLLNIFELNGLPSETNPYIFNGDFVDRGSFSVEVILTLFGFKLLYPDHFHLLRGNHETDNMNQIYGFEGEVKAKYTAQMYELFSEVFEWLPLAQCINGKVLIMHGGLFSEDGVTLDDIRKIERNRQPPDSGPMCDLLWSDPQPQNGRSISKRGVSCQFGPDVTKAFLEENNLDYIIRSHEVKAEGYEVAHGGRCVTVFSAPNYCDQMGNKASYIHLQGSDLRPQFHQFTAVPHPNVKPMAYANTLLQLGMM
TPT1 inhibitor: Candida albicans TPT1 enzyme inhibitors, primary screen, biochemical, fluorescence polarization | tRNA 2'-phosphotransferase TPT1 (Candida albicans SC5314) | recombinant caTPT1, FP RNA substrate dephosphorylation | inhibition, % at 5 µM | 300,000 tested, 0.81% active;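 active = inhibition above the mean of all tested compounds plus 3 SD, set per screening campaign, cut at about 24% in these data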;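 also: plate controls were DMSO alone for no effect and ferristatin control at 100 nM for full effect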
proCasp3 act: activators of human procaspase-3 D3A mutant, primary screen, biochemical, absorbance, PC-3 D3A mutant, single concentration; Caspase-3 (Homo sapiens), P42574; recombinant procaspase-3 D3A, Ac-DEVD-pNA absorbance 405 nm; activation, % at 8.5 µM; 330,000 tested, 0.11% active;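 active = activation above the mean of all tested compounds plus 3 SD, cut at about 21% in these data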;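 also: 0% = DMSO alone and 100% = DMSO wells spiked with extra 5 µM PC-3 D3A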
Target sequence (P42574 whole entry D9A/D28A/D175A): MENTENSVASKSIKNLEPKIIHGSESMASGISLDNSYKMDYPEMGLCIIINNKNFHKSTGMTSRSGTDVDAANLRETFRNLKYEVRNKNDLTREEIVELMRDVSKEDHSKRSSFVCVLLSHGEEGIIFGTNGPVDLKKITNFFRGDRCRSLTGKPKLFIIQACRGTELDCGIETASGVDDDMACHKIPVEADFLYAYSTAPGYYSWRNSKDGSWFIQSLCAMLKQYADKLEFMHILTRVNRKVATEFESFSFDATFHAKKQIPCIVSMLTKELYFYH
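System: Procaspase-3 D3A mutant. Medium: Zinc-free 300 mM NaCl, 50 mM HEPES, 0.01% Triton X-100. Schedule: 1 h preincubation plus 2 h reaction at 25 °C. Measured by: 405 nm absorbance of p-nitroaniline, reads at 0 and 120 min. Read-out: percent activation relative to control range.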
procasp7 counter: procaspase-7 activators, primary screen, counter-screen for procaspase-3 activator project, biochemical, absorbance, HTS, human. Caspase-7 (Homo sapiens), P55210. recombinant procaspase-7, Ac-DEVD-pNA absorbance 405 nm; D23A/D198A/D206A triple mutant, cannot self-cleave; scale: DMSO 0, 5 µM enzyme 100. activation, % at 8.5 µM. 330,000 tested, 0.093% active. AID 463210, 2010;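 active = percent activation above the screen-wide mean plus 3 SD, cut at about 25% in these data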
Target sequence (P55210 whole entry D23A/D198A/D206A): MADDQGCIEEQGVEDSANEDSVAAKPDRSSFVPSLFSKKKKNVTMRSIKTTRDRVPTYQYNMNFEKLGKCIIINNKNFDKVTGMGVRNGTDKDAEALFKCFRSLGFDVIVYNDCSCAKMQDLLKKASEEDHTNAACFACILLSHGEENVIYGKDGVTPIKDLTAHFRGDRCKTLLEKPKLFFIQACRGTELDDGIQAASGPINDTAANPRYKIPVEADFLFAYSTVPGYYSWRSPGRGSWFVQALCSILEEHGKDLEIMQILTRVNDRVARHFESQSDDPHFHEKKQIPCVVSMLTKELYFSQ
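buffer or medium = Zinc-free HEPES/NaCl buffer, pH 7.4 | material = Procaspase-7 triple mutant (PC-7 D3A) | input = 2 µM procaspase-7 mutant as dispensed | signal = Epi-absorbance of released pNA at 405 nm, two timepoints | timing = 1 h preincubation, 2 h reaction | replicates = singlicate compound testing | evaluation = % activation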
PAFAH2 inh: PAFAH2 enzyme inhibitors, primary screen, biochemical, fluorescence polarization, human; Platelet-activating factor acetylhydrolase 2, cytoplasmic (Homo sapiens), Q99487; recombinant PAFAH2, FP-rhodamine activity probe; inhibition, % at 3.39 µM; 340,000 tested, 0.99% active;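 active = inhibition above the mean over all tested compounds plus 3 SD, cut at about 30% in these data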;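 also: inhibitors block probe labeling of enzyme so polarization drops; 0% = enzyme with DMSO and 100% = wells lacking PAFAH2 protein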
HCV core dimer: inhibitors of HCV core protein dimerization, primary screen, biochemical, TR-FRET, high-throughput; TR-FRET GST/Flag-core106 dimerization, 1536-well; inhibition, % at 5 µM; 300,000 tested, 0.33% active; AID 1899, 2009;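 active = inhibition above the mean of all tested compounds plus 3 SD, set per screening campaign, cut at about 45% in these data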
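Material: GST/Flag-tagged HCV core106 proteins. Incubation: 4 h, 22.5 °C incubation. Read-out basis: inhibition (%) from 671 over 617 nm ratio. Measured by: TR-FRET, excitation 340 nm, emission 617 and 671 nm.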
PP1 inh: PP1-alpha phosphatase inhibitors, primary screen, counter-screen for PP5 inhibitor project, biochemical, fluorescence, OMFP substrate, single point; 320,000 tested, 0.9% active; inhibition, % at 6.7 µM; purified PP1alpha; Serine/threonine-protein phosphatase PP1-alpha catalytic subunit (Homo sapiens), P62136; AID 2235, 2010;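 active = inhibition above the mean inhibition of all tested compounds plus 3 SD, computed separately for each screening campaign, cut at about 15% in these data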
CTSL1 counter: Fasciola hepatica cathepsin L1 inhibitors, primary screen, counter-screen for PFM18AAP inhibitor project, biochemical, QFRET, fluorogenic peptide substrate. recombinant F. hepatica cathepsin L1, Z-Leu-Arg-MCA fluorescence. inhibition, % at 5.96 µM. 300,000 tested, 0.49% active. AID 1906, 2009;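 active = inhibition above the mean of all tested compounds plus 3 SD, set per screening campaign, cut at about 17% in these data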;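 also: 0% = plate median of test compound wells and 100% = 1 µM Z-Phe-Ala-diazomethylketone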
AHR activator: AHR activators, primary screen, cell-based, luminescence, luciferase reporter, human. Aryl hydrocarbon receptor (Homo sapiens), P35869. AHR-responsive luciferase reporter cells. activation, % at 5 µM. 320,000 tested, 2.5% active. AID 2796, 2010; in the data active = activation above about 47%;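 also: 0% = vehicle wells and 100% = reference agonist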
Numbers without * were called inactive; nt = not tested or not shown.

Each structure is followed by: PP5 primary, TPT1 inhibitor, proCasp3 act, procasp7 counter, PAFAH2 inh, HCV core dimer, PP1 inh, CTSL1 counter, AHR activator
CCC(/C=C1\Sc2ccc(OC)cc2N1CCO)=C\c1sc2ccc(OC)cc2[n+]1CCO
    2.3, 2, -30, -24, -233, -265, 2, 5, 9
CC(C)(C)c1cnnn1-c1ccc(-c2csc(N)n2)cc1
    2.8, 4, 7, 7, 2, 9, -6, -1, 34
O=c1cc(CSc2nnnn2-c2ccccc2)nc(Nc2ccc(F)cc2)[nH]1
    2.1, 0, -4, 10, -1, -4, 15*, 1, 1
COC(=O)c1cc2ccsc2n1CC(=O)N1CCCc2ccccc21
    -1.6, 3, 8, 1, 0, 21, 3, 3, 8
COc1cc(OC)c(OC)cc1/C=C/C(=O)c1ccc(NS(=O)(=O)c2ccc(C)cc2)cc1
    0.6, 78*, -7, -19, -7, 26, -1, 4, 4
Cc1ccc(/C=C(\NC(=O)c2ccccc2)C(=O)NC2CCN(Cc3ccccc3)CC2)o1
    0.9, 4, 7, 5, 4, -3, -5, 2, -4
CCOC(=O)c1cnn(C)c1NC(=O)c1ccc([N+](=O)[O-])cc1
    1.6, -1, 9, 2, -5, 3, 0, 0, 1
Cc1nccn1CC(=O)N/N=C/c1cc(Br)cs1
    2.0, 2, 0, 7, 7, -5, 2, -1, -2
COc1ccc(/C=N/NC(=O)c2cccc(Br)c2)cc1Cn1cc(Cl)cn1
    2.5, -5, 2, -4, -16, 27, 1, -1, 28
CCn1c(=O)n(CC(=O)Nc2cccc(OC)c2)c(=O)c2ccccc21
    0.2, -8, 3, 10, -8, -2, 1, 3, 11
CC(=O)Nc1ccc2nc(NC(=O)CS(=O)(=O)c3ccccc3)sc2c1
    -2.7, -4, -4, 13, 1, 0, 0, 0, 12
COC(=O)c1sc(-c2ccccc2)cc1NC(=O)c1ccc(OC)cc1
    -7.7, 1, 4, 18, -7, -19, -5, -7, 0
O=C(c1cccc(F)c1F)N1CCCC1
    1.9, 1, -4, 2, 2, -8, -4, -2, 5
CC(=O)N1CC2(NC(=O)c3ccccc3N2)c2ccccc21 (stereo not drawn)
    1.2, -3, 4, 12, 8, -4, 2, -1, 0
COc1ccc(NC(=O)N2CCN(S(C)(=O)=O)CC2)cc1OC
    3.1, -3, -6, -7, -4, -13, 2, 0, 0
COc1ccc(CNC(=O)c2ccc(C(C)(C)C)cc2)cc1
    0.8, -2, 5, 17, 1, 5, 3, 0, 12
COC(=O)C1=C(C)NC(=O)NC1c1ccc(-c2ccc(Cl)cc2)o1 (stereo not drawn)
    0.0, 0, -6, -5, 1, 2, -2, 0, 23
Cc1ccc(Cl)cc1N1CCN(C(=O)C2(S(=O)(=O)c3ccc(Cl)cc3)CC2)CC1
    1.8, 1, 6, 3, -15, 6, 2, 2, 1
Cc1ccc2c(c1)-c1c(cnn1CC(=O)Nc1ccccc1N1CCN(C)CC1)CO2
    1.4, -3, -7, 4, 0, 15, -3, 4, 2
Cc1ccc(C)c(NC(=O)COc2coc(CN3CCc4ccccc4C3)cc2=O)c1
    -0.6, -1, 2, 1, 3, -1, -1, 1, -1
Cc1cc2cc(CNC(=O)c3ccc(Br)o3)ccc2n1C
    2.6, -25, 5, -1, 2, -1, 11, -2, 3
CCC(C)N(C(=O)CSc1nc(C)nc2ccccc12)C1CCS(=O)(=O)C1 (stereo not drawn)
    0.0, nt, 3, 9, 4, nt, 0, nt, 12
O=C(CCCN1C(=O)/C(=C/c2ccccc2Cl)SC1=S)NNC(=O)c1ccc(Cl)cc1
    -0.5, 2, 0, 3, -6, 13, 1, -4, -10
CCC(=O)NC1=C(Nc2ccc(N)cc2)C(=O)c2ccccc2C1=O
    1.2, 0, -2, -3, 9, -32, -1, 0, 55*
COc1ccc(CCN(C)c2ccc(C(N)=O)cc2[N+](=O)[O-])cc1OC
    -2.6, -1, 6, 11, -2, -5, 2, 3, 1
O=C(Nc1ccc2c(c1)OCO2)c1ccc(Cl)s1
    1.6, -2, 2, 7, 3, 0, 3, 2, 113*
COC(=O)C1=C(C)N(C)C(=O)NC1c1cc(Cl)cc(Cl)c1OC (stereo not drawn)
    0.6, 1, -2, 4, 7, -5, -4, 1, -2
CC(NCCC1(C(C)C)CCOC(C)(C)C1)c1cccs1 (stereo not drawn)
    0.5, 1, 4, 3, 0, -2, -7, 3, 0
O=C(NCCc1ccc(Cl)cc1)c1ccc(NC2=NC3CS(=O)(=O)CC3S2)cc1 (stereo not drawn)
    0.8, 2, 4, -7, -3, -5, -3, 0, 2
COc1ccc2c(c1)OC(O)(C(F)F)CC2=O (stereo not drawn)
    3.6, 0, 1, -9, 3, 1, -3, -3, 0
CCOc1ccc(CCNC(=O)COC(=O)C2CCN(S(=O)(=O)c3ccc(C)c(C)c3)CC2)cc1OCC
    -0.5, 2, 2, 5, -7, 7, -3, -1, -1
COc1cc(C(=O)NCc2nnc(SCC(=O)NCc3ccccc3)o2)cc(OC)c1OC
    -2.3, 0, -33, 5, 8, 2, -5, -2, 0
CSC1=NCCN1C(=O)c1ccc(S(=O)(=O)N(C)C)cc1
    2.4, -2, 3, -8, 6, -3, 0, 2, -2
Cc1ccc(-n2c(C)cc(C(=O)OCC(=O)N(CC(C)C)C3CCS(=O)(=O)C3)c2C)cc1 (stereo not drawn)
    2.1, 1, 3, 4, -6, -1, 0, 2, 1
COc1ccccc1-c1c(C)oc2cc(OCC(=O)OCc3ccccc3)ccc2c1=O
    2.4, -4, 8, -5, -2, 13, 6, 5, -1
COc1ccc(-c2nc(-n3c(C)c(C(C)=O)c(C(C)=O)c3C)sc2C)cc1
    1.4, -4, 0, -9, -1, 3, 1, 4, 6
Cc1ccc(/C=C2\SC(=S)N(CCC(=O)NNC(=O)c3cccnc3)C2=O)cc1
    1.3, 4, 3, -1, 2, -4, 10, -2, -1
Cc1ccc2nc(NC(=O)CN3CCOCC3)sc2c1
    1.2, 0, -1, -2, 9, -5, 0, 2, -2
COC(=O)c1ccc(N2CCOCC2)c(NC(=O)c2ccc(Br)o2)c1
    -0.3, 2, -1, 1, -2, 0, -3, 3, -2
O=C(N/N=C/c1ccco1)c1cc(C2CC2)[nH]n1
    -0.9, -2, 1, 11, 5, 0, 6, 7, 11

A draw from above in order of heavy-atom count, smallest number first:
Each structure is followed by: PP5 primary, TPT1 inhibitor, proCasp3 act, procasp7 counter, PAFAH2 inh, HCV core dimer, PP1 inh, CTSL1 counter, AHR activator
Cc1nccn1CC(=O)N/N=C/c1cc(Br)cs1
    2.0, 2, 0, 7, 7, -5, 2, -1, -2
CSC1=NCCN1C(=O)c1ccc(S(=O)(=O)N(C)C)cc1
    2.4, -2, 3, -8, 6, -3, 0, 2, -2
COc1ccc(NC(=O)N2CCN(S(C)(=O)=O)CC2)cc1OC
    3.1, -3, -6, -7, -4, -13, 2, 0, 0
COC(=O)C1=C(C)NC(=O)NC1c1ccc(-c2ccc(Cl)cc2)o1 (stereo not drawn)
    0.0, 0, -6, -5, 1, 2, -2, 0, 23
CCC(=O)NC1=C(Nc2ccc(N)cc2)C(=O)c2ccccc2C1=O
    1.2, 0, -2, -3, 9, -32, -1, 0, 55*
COC(=O)c1sc(-c2ccccc2)cc1NC(=O)c1ccc(OC)cc1
    -7.7, 1, 4, 18, -7, -19, -5, -7, 0
COc1ccc(/C=N/NC(=O)c2cccc(Br)c2)cc1Cn1cc(Cl)cn1
    2.5, -5, 2, -4, -16, 27, 1, -1, 28
O=C(NCCc1ccc(Cl)cc1)c1ccc(NC2=NC3CS(=O)(=O)CC3S2)cc1 (stereo not drawn)
    0.8, 2, 4, -7, -3, -5, -3, 0, 2
Cc1ccc(C)c(NC(=O)COc2coc(CN3CCc4ccccc4C3)cc2=O)c1
    -0.6, -1, 2, 1, 3, -1, -1, 1, -1
Cc1ccc(-n2c(C)cc(C(=O)OCC(=O)N(CC(C)C)C3CCS(=O)(=O)C3)c2C)cc1 (stereo not drawn)
    2.1, 1, 3, 4, -6, -1, 0, 2, 1

The list continues:
Each structure is followed by: PP5 primary, TPT1 inhibitor, proCasp3 act, procasp7 counter, PAFAH2 inh, HCV core dimer, PP1 inh, CTSL1 counter, AHR activator
Cc1ccccc1NC(=O)c1ccc(NC(=O)C2CCCO2)cc1 (stereo not drawn)
    0.1, 0, 3, 2, -3, 3, 0, -3, -3
CC(C)c1ccc(-n2nc3ccc(N)cc3n2)cc1
    3.4, 0, 31*, 23, -1, 5, 5, 2, 58*
Cc1cccc(OCC(=O)NCCN2CCOCC2)c1
    1.0, 0, -3, 3, 3, 1, -4, -2, -2
CS(=O)(=O)c1sc(C#N)c2c1C(=O)CC(c1ccccc1)C2 (stereo not drawn)
    2.7, -1, -11, -3, -16, 11, 5, 3, 8
CC(=O)NC1(C(F)(F)F)N=C(c2ccccc2)NC1=O (stereo not drawn)
    0.3, -3, 4, 7, -1, -6, -2, -2, -2
CC(=O)CSc1nnc2c3ccccc3nc(C(C)(C)C)n12
    2.2, -2, -4, 5, -5, -1, -3, 5, 7
COc1cc2c(cc1OC)C(c1ccc(-c3ccccc3Cl)o1)=NCC2
    3.0, 1, -10, -28, -12, 3, 5, 2, 14
O=C(CSc1nc2ccccc2c(=O)n1-c1ccc(F)cc1)NC1CC1
    2.1, nt, 14, 12, 0, nt, -2, nt, 2
COc1ccc(C2=NOC(Cn3nc(C(=O)NCc4ccccc4OC)cc3-c3ccccc3)C2)cc1 (stereo not drawn)
    2.7, -2, 11, 0, -7, 20, 12, 2, 5
O=C(CCS(=O)(=O)c1ccccc1)Nc1nc2cc3c(cc2s1)OCO3
    2.5, 1, 3, -8, -11, 4, -4, -9, 30
O=C(COc1ccccc1-c1ccccc1)NN=C1CCCC1
    0.1, 0, 5, 5, -1, 1, -3, 5, 3
Cc1cccc(NS(=O)(=O)c2cccs2)n1
    1.4, 1, 10, 0, 1, 3, 1, -4, 0
O=C(Nc1ccc(NC(=O)C2CC2)cc1)c1ccco1
    -2.8, 4, 5, 3, -6, 4, -7, -1, 1
CC(C)(C)n1nnnc1C(c1cccs1)N1CCN(c2ccccc2)CC1 (stereo not drawn)
    1.8, -7, 0, -4, 1, 4, -1, 0, 0

Only PAFAH2 inh, for 2 of the compounds above:
| molecule | PAFAH2 inh |
| --- | --- |
| COc1cc2c(cc1OC)C(c1ccc(-c3ccccc3Cl)o1)=NCC2 | -12 |
| O=C(CSc1nc2ccccc2c(=O)n1-c1ccc(F)cc1)NC1CC1 | 0 |

Bioassay records as filed in PubChem.

Hits appear at their usual frequency; any-hit rate near 5.6%.
